Bioassay records deposited in PubChem BioAssay by several laboratories.
MEKK2wt PB1 HTS: raises or lowers MEK5 binding to wildtype human MEKK2 PB1 domain; Q9Y2U5; bead flow cytometry, Alexa488-MEK5 binding to MEKK2 WT; actives lie on both sides; binding response (% of control), % at 10 µM; 1.1% of 290,000 active; in the data active means binding response below about 67% or above about 130%
OXTR agonist: activates the human oxytocin receptor; CHO-OTR cells, Fluo-8 calcium fluorescence; normalized: DMSO 0%, oxytocin 100%; activation, % at 3 µM; 0.32% of 320,000 active; AID 2435;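 active means activation above the mean of all tested compounds plus 3 SD, cutoff set per screening run, cut at about 20% in these data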;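 further: peak over basal fluorescence ratio from a 100 s FLIPR kinetic read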
PfM18AAP inh: PfM18AAP enzyme inhibition. recombinant PfM18AAP, H-Glu-NHMec fluorogenic cleavage. inhibition, % at 7.35 µM. 1.2% of 290,000 active. AID 1822;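 active means inhibition above the campaign mean inhibition over all tested compounds plus 3 SD, cut at about 28% in these data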;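 further: 0% = plate median of test compound wells and 100% = 2 mM ZnCl2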
OXTR potentiator: potentiators of human oxytocin receptor; P30559; CHO-OTR cells, Fluo-8 calcium fluorescence, potentiator mode; 0% = oxytocin EC15, 100% = EC100; activation, % at 3 µM; 0.061% of 320,000 active; AID 2445;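 active means activation above that plate's cutoff, the mean activation of tested compounds plus 3 SD, cut at about 6.6% in these data, passing the limit was not always enough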;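 further: 100% uses oxytocin at 75 nM as the full agonist control; some results filed as inactive read as strong as hits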
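Replication – single well per compound, singlicate · Assay system – CHO cell line stably expressing human OTR · Timing – 6 min pre-incubation, 100 s read · Measure – normalized max/min fluorescence ratio, % activation · Doses – 3.0 µM, one dose · Detection – Fluo-8 calcium dye fluorescence · Probe or stimulus – oxytocin near EC15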
NALP1 yeast inh: blocks the NALP1 inflammasome reconstituted in yeast; S. cerevisiae NALP1/ASC/caspase-1 growth, X-gal OD620, 72 h; inhibition, % at 10 µM; 0.61% of 280,000 active; AID 2071; in the data active means inhibition mostly above about 24%, no sharp cut-off; inactive means mostly below about 32%; further: some compounds called inactive have numbers as strong as hits
V1aR counter: V1a receptor agonism, counter-screen for OXTR agonists. 0.25% of 320,000 active. CHO-V1R cells, Fluo-8 calcium fluorescence, agonist mode; 0% DMSO, 100% 3 nM vasopressin. AID 2797. activation, % at 3 µM. P37288;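 active means activation above the mean activation of all tested compounds plus 3 SD, per screening run, cut at about 20% in these data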;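 further: signal is peak over basal fluorescence ratio across a 100 second FLIPR read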
MEKK2mut PB1 HTS: signal of MEK5 binding to mutant human MEKK2 PB1 domain | bead flow cytometry, Alexa488-MEK5 binding to MEKK2 mutant | 0.35% of 290,000 active | percent response, % at 10 µM; in the data active means percent response above about 24%, passing the limit was not always enough; further: inactives centre near 1; some results filed as inactive read as strong as hits
GalR3 antagonist: blocks the human galanin receptor 3. O60755. HEK293 GalR3-CNG cAMP membrane potential fluorescence; galR3 body fused to GalR1 C-terminus. inhibition, % at 3 µM. 0.44% of 360,000 active. AID 651719;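 active means inhibition above the screen-wide average plus 3 SD, cut at about 13% in these data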;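 further: forskolin and galanin both at EC90 stimulate the cells; cAMP rise reported by CNG channel membrane potential dye signal; 0% = forskolin plus galanin with DMSO and 100% = forskolin alone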
Target sequence (O60755 1-299 limits assumed): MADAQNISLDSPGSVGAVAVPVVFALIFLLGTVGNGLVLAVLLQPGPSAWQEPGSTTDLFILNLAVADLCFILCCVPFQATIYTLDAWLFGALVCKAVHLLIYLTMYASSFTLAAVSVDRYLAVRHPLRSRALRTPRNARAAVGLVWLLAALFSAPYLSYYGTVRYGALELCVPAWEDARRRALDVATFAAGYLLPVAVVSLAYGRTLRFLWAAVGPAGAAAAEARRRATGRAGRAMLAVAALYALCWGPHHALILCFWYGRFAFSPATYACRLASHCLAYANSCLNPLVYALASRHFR
GPR7 antag: blocks human GPR7 receptor signaling; GPR7-expressing cells, fluorescence antagonist assay; inhibition, % at 4.4 µM; 1.1% of 290,000 active; AID 1861; in the data active means inhibition above about 16%, passing the limit was not always enough;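 further: cells stimulated with the agonist NPW; 0% = agonist with vehicle and 100% = vehicle without agonist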
Target sequence (P48145 whole entry, looked up): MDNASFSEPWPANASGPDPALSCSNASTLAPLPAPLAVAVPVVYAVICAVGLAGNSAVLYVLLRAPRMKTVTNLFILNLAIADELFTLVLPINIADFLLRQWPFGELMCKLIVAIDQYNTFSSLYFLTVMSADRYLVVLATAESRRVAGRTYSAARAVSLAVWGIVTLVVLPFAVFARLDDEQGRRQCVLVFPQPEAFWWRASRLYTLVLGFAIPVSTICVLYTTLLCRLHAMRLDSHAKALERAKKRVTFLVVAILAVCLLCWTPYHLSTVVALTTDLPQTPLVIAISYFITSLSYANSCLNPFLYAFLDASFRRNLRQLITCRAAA
Active calls of the source: *; . = no result given.

1: CCOc1ccccc1NC(=O)CN(C)S(=O)(=O)c1cnc[nH]1
2: CCCC(=O)NC(c1ccccc1Cl)c1c(O)ccc2ccccc12 (stereo unspecified)
3: COc1ccc(NS(=O)(=O)c2cccc(C(=O)NN=Cc3cc(Br)c(O)c(Br)c3)c2)cc1
4: CCN(C(=O)CSc1ccc2c(c1)OCCO2)C1CCS(=O)(=O)C1 (stereo unspecified)
5: COC(=O)c1cc(OC)nc(OC)c1
6: CC(=O)Nc1nc(CC(C)C)cc(-c2ccccc2)c1C#N
7: CC(=O)Nc1ccc(NC(=S)NC(=O)c2ccc([N+](=O)[O-])cc2)cc1
8: O=C(Cn1nnc2c(cnn2-c2ccccc2)c1=O)NCc1cccs1
entry no.,1,2,3,4,5,6,7,8
GPR7 antag,-11,-1,.,-5,-17,-4,-1,-15
NALP1 yeast inh,-4,-4,.,25,9,20,27,9
V1aR counter,-0.2,-1.6,1.5,0.9,0.4,0.8,2.0,0.0
MEKK2mut PB1 HTS,-12,-2,.,2,7,-17,-2,1
GalR3 antagonist,-7,2,-5,-6,1,3,-3,-3
PfM18AAP inh,-1,7,.,6,-1,-10,-12,-9
OXTR agonist,-0.6,-1.8,-0.6,0.1,-0.7,-2.5,2.8,0.7
MEKK2wt PB1 HTS,87,100,.,106,95,86,95,98
OXTR potentiator,-13,-2,-3,-5,-5,10,-5,-6

A few values from above.
V1aR counter result of no. 1 → -0.2
V1aR counter result of no. 3 → 1.5
NALP1 yeast inh result of no. 6 → 20
OXTR potentiator result of no. 2 → -2
PfM18AAP inh result of no. 8 → -9
OXTR potentiator result of no. 5 → -5

Some entries already given, limited to OXTR potentiator.
| # | Compound | OXTR potentiator |
| --- | --- | --- |
| 8 | O=C(Cn1nnc2c(cnn2-c2ccccc2)c1=O)NCc1cccs1 | -6 |
| 4 | CCN(C(=O)CSc1ccc2c(c1)OCCO2)C1CCS(=O)(=O)C1 (stereo unspecified) | -5 |

The listing continues:
9: Cc1ccnc(N/C=C(\C#N)c2nc(-c3cccc(Br)c3)cs2)c1
10: CCN1C(=O)c2ccccc2S(=O)c2ccc(C(=O)N3CCCCCC3)cc21 (stereo unspecified)
11: O=C(Nc1nc2c(Cl)cccc2s1)c1ccc([N+](=O)[O-])o1
12: NC(=O)/C(=C\c1ccncc1)c1cccc2ccccc12
13: O=C(c1ccc(F)cc1)c1ccc(-c2ccc(F)cc2)nc1
14: COc1cc(C)c(CN2CCN(C(C)C(=O)NC(C)c3ccccc3)CC2)cc1OC (stereo unspecified)
15: O=C(COC(=O)C1CCN(S(=O)(=O)c2cccc3cccnc23)CC1)c1ccc(F)cc1
16: O=C1C2C3c4ccccc4C(c4ccccc43)C2C(=O)N1Cc1cccnc1 (stereo unspecified)
entry no.,9,10,11,12,13,14,15,16
GPR7 antag,-3,-13,-11,-2,26,-18,-12,-5
NALP1 yeast inh,30,12,7,4,11,16,2,4
V1aR counter,20,1.0,7.5,1.5,-0.5,0.4,2.5,0.0
MEKK2mut PB1 HTS,-11,.,4,9,6,5,-9,-3
GalR3 antagonist,-5,.,-11,-10,-5,-8,-1,-5
PfM18AAP inh,2,4,2,-9,-17,3,-1,1
OXTR agonist,31*,0.7,9.8,0.0,-1.2,-0.8,0.7,-0.7
MEKK2wt PB1 HTS,56,.,108,101,106,106,91,94
OXTR potentiator,-9,-5,-13,-6,-15,-1,-15,-8

Record cards, from the list above:
`O=C(Cn1nnc2c(cnn2-c2ccccc2)c1=O)NCc1cccs1` as listed: GPR7 antag = -15; NALP1 yeast inh = 9; V1aR counter = 0.0; MEKK2mut PB1 HTS = 1; GalR3 antagonist = -3; PfM18AAP inh = -9; OXTR agonist = 0.7; MEKK2wt PB1 HTS = 98; OXTR potentiator = -6
`O=C(c1ccc(F)cc1)c1ccc(-c2ccc(F)cc2)nc1` as listed: GPR7 antag = 26; NALP1 yeast inh = 11; V1aR counter = -0.5; MEKK2mut PB1 HTS = 6; GalR3 antagonist = -5; PfM18AAP inh = -17; OXTR agonist = -1.2; MEKK2wt PB1 HTS = 106; OXTR potentiator = -15

(continued)
17: O=C(Nc1ccc2c(c1)CCCN2C(=O)c1ccco1)c1cc([N+](=O)[O-])ccc1Cl
18: CCN(CC(=O)NCc1ccc(Cl)cc1)C(=O)COc1cccc(C(F)(F)F)c1
19: COc1ccc(-c2nnc(-c3cc(OC)c(OC)c(OC)c3)o2)cc1OC
20: CN(C(=O)COC(=O)c1ccc(-c2ccc(O)cc2)cc1)C1CCS(=O)(=O)C1 (stereo unspecified)
21: Cc1ccc(C(=O)NCC(=O)OC(C)C(=O)NCCC2=CCCCC2)cc1C (stereo unspecified)
22: Cc1nc2cc(-c3cccc(F)c3)nn2c(C)c1CCC(=O)NC(C)CCc1ccco1 (stereo unspecified)
23: CCCCn1c(=O)[nH]c(=O)c2c1nc(-c1cccc(OC)c1)n2C
24: CC1CC(C)CN(CC(=O)NCCc2ccc(S(N)(=O)=O)cc2)C1 (stereo unspecified)
25: Cc1ccccc1OCCSc1nnc(C)n1-c1ccccc1
26: CC(C)(C)c1ccc(COC(=O)CN2C(=O)NC3(CCCC3)C2=O)cc1
27: CCCc1nc(SCC(=O)N2CCc3ccccc3C2)c2ccccc2n1
entry no.,17,18,19,20,21,22,23,24,25,26,27
GPR7 antag,.,.,-9,-9,14,-4,-7,-4,14,.,2
NALP1 yeast inh,.,.,17,10,10,-28,8,-1,2,.,16
V1aR counter,2.5,1.4,0.0,1.2,-0.4,0.7,-1.8,-0.7,-0.7,-0.6,-0.6
MEKK2mut PB1 HTS,.,.,1,0,-4,12,-1,1,-7,.,1
GalR3 antagonist,0,-5,-2,-3,-2,.,-5,4,-4,-5,-4
PfM18AAP inh,.,.,-6,4,0,-15,1,-3,-4,.,2
OXTR agonist,2.5,-0.5,-0.8,2.0,-1.7,-0.6,-1.3,0.8,-0.6,-3.1,0.3
MEKK2wt PB1 HTS,.,.,94,101,92,108,103,101,92,.,99
OXTR potentiator,-7,-3,-11,-1,-8,-6,-1,-11,-7,-11,5
